CHRM1 agonist: human M1 muscarinic receptor agonists, primary screen, Fluo-8 calcium fluorescence, CHO-K1 cells, HTS; Muscarinic acetylcholine receptor M1 (Homo sapiens), P11229; CHO-K1 hM1, agonist mode; 0% DMSO, 100% acetylcholine EC100; activation, % at 3 µM; hit rate 0.33% among 360,000; AID 588814, 2011;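 active means activation above the run's mean compound activation plus 3 SD, cut at about 16% in these data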;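 further: peak over basal fluorescence ratio within a 140 s kinetic read after compound addition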
OXTR potentiator: human OXTR potentiators, primary screen, fluorescence, CHO-OTR cells, Fluo-8 calcium | Oxytocin receptor (Homo sapiens), P30559 | Fluo-8 calcium fluorescence, potentiator mode; 0% = oxytocin EC15, 100% = EC100 | activation, % at 3 µM | hit rate 0.061% among 320,000 | AID 2445, 2010;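 active means activation above that plate's cutoff, the mean activation of tested compounds plus 3 SD, cut at about 6.6% in these data, passing the limit was not always enough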;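 further: 100% uses oxytocin at 75 nM as the full agonist control; some results filed as inactive read as strong as hits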
Target sequence (P30559 whole entry, looked up): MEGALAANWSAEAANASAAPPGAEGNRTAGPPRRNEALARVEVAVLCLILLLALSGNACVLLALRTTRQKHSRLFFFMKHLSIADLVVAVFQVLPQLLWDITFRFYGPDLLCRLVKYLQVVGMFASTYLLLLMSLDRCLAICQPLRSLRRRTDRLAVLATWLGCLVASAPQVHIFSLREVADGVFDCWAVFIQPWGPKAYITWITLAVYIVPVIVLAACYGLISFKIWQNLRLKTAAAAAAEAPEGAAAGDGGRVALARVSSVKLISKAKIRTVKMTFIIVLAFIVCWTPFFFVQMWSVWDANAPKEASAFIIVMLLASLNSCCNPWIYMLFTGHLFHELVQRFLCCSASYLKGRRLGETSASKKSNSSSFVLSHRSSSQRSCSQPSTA
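Dosing: Single dose, 3.0 µM nominal final compound concentration | Material: Human OTR in CHO cells | Technique: Kinetic Fluo-8 calcium fluorescence | Benchmarks: EC15 oxytocin alone as 0%, 75 nM oxytocin as 100% | Probe or stimulus: Oxytocin at about EC15, sub-maximal agonist stimulus | Incubation: Compound 6 min at room temperature before oxytocin, 100 s read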
M1 PAM parental: nonselective calcium activators in parental CHO-K1 cells, primary screen, counter-screen for M1 PAM project, cell-based, Fluo-8 calcium fluorescence, full deck, 1536-well. ATP EC20; 0% at ATP EC20, 100% at ATP max. activation, % at 3 µM. hit rate 0.02% among 360,000. AID 602247, 2012;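 active means activation above the run cutoff, the mean activation of all test compounds plus 3 SD, cut at about 40% in these data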;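 further: peak over basal fluorescence ratio in a 140 s read after ATP addition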
CHO parental Ca: ATP-evoked calcium signal inhibitors, parental CHO, primary screen, counter-screen for OX1R antagonist project, cell-based, fluorescence, Fluo-8 calcium dye; inhibition, % at 5.6 µM; AID 463079, 2010; hit rate 0.63% among 330,000; parental CHO-K1, ATP-induced calcium, Fluo-8 fluorescence;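 active means inhibition above that plate's mean sample inhibition plus 3 SD, cut at about 26% in these data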;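 further: 0% = ATP-challenged DMSO wells and 100% = DMSO wells without ATP; some compounds past the cut are filed as inactive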
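Material – parental CHO cells · Reagent – ATP stimulus · Compound – single nominal dose of 5.6 µM per compound · Detection – Fluo-8 fluorescence · Read-out basis – percent inhibition of calcium signal · Controls – ATP-challenged DMSO wells low, unchallenged DMSO wells high · Repeats – no replicates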
CHO-K1 Ca antag: M1 antagonist counterscreen hit in parental CHO-K1 cells; ATP-induced calcium, Fluo-8 fluorescence; inhibition, % at 3 µM; hit rate 0.6% among 360,000; AID 602250;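 active means inhibition above a per-plate cutoff, the plate's mean sample inhibition plus 3 SD, cut at about 24% in these data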;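 further: 0% = DMSO plus EC80 ATP and 100% = DMSO alone without ATP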
M1 ag parental: counter-screen for M1 agonists: effect in parental CHO-K1 cells | AID 602248, 2012 | hit rate 0.48% among 360,000 | Fluo-8 calcium fluorescence; scaled to maximal ATP response, vehicle zero | activation, % at 3 µM; in the data active means activation above about 15%;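 further: untransfected CHO-K1 host cells lacking M1 receptor as counterscreen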
TAAR1 antagonist: human TAAR1 antagonists, primary screen, Fluo-8 calcium fluorescence, CHO RD-HGA16 cells. inhibition, % at 3 µM. AID 624466, 2012. Trace amine-associated receptor 1 (Homo sapiens), Q96RJ0. antagonist. hit rate 1.5% among 360,000;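 active means inhibition above a per-plate cutoff, the mean inhibition of test compounds on that plate plus 3 SD, cut at about 49% in these data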;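 further: 0% = DMSO plus EC80 beta-PEA response and 100% = DMSO alone without agonist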
Target sequence (Q96RJ0 whole entry, looked up): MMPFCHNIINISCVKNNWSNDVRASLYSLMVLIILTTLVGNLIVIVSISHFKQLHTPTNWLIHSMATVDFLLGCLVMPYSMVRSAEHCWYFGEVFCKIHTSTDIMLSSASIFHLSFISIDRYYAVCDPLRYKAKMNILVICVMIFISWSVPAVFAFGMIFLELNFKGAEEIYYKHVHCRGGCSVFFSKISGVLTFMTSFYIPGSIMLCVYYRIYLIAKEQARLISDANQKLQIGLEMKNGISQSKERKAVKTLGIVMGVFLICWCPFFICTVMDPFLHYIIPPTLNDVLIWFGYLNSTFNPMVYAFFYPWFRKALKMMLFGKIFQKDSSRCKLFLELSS
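System: CHO RD-HGA16 cells bearing hTAAR1. Reagent: EC80 β-phenethylamine stimulus. Schedule: seeding 17-24 h prior, 75-min 37 °C, 30-min RT dye loading. Signal: Fluo-8 intracellular calcium dye fluorescence, real-time kinetic reads. Read-out: % inhibition from peak post-agonist over basal fluorescence ratio. Benchmarks: vehicle wells and EC80 agonist wells. Replicates: n of 1.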
CHRM1 antagonist: human M1 muscarinic receptor antagonists, primary screen, CHO-K1 cells, Fluo-8 calcium fluorescence, 1536-well; CHO-K1 hM1, ACh EC80 antagonist; inhibition, % at 3 µM; hit rate 1.3% among 360,000;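 active means percent inhibition above its own plate's cutoff, namely the mean of that plate's compound wells plus 3 SD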;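 further: peak over basal fluorescence ratio during 140 s after agonist addition; 0% = ACh EC80 plus DMSO and 100% = DMSO alone without agonist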
TAAR1 ag: human TAAR1 agonists, primary screen, Fluo-8 calcium fluorescence, CHO RD-HGA16 cells; Trace amine-associated receptor 1 (Homo sapiens), Q96RJ0; vehicle wells 0%, saturating PEA agonist 100%; activation, % at 3 µM; hit rate 0.99% among 360,000; AID 624467, 2012;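 active means activation above the mean activation of all test compounds in the run plus 3 SD, cut at about 38% in these data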
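Assay system – CHO-derived RD-HGA16 cells with stable Gα16 and human TAAR1 · Compound dosing – one-point dosing at 3 µM (nominal) · Incubation – 17-24 h seeding, 75 min 37 °C dye, 30 min RT · Measured by – kinetic Fluo-8 calcium fluorescence · Control set – DMSO vehicle as 0%, PEA at EC100 as 100% · Repeats – single well for each compound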
The depositor's hits bear a star; nt = not tested or not shown.

1: C=CC(=C)CC(NC)c1ccccc1 (stereo not drawn)
2: Cc1nc(Cl)sc1C(=O)Nc1ccccc1
3: O=C(CN1CCCC1)Nc1cc(C(F)(F)F)cc(C(F)(F)F)c1
4: O=C(CSC1=NS(=O)(=O)c2cc(F)ccc2N1)NCCc1ccccc1
5: COc1ccccc1CNC(=O)COC(=O)c1c[nH]c2ccccc12
6: CC(C)CC(=O)C1CCCN(C(=O)c2ccc3oc(Cc4ccccc4)nc3c2)C1 (stereo not drawn)
7: O=C(CN1C(=O)CCC1=O)c1ccc(-c2ccccc2)cc1
8: CN(C)CCNC(=O)c1cccc(-c2cnc3c(NC=O)cc(-c4ccc(F)cc4)cn23)c1
compound no.,1,2,3,4,5,6,7,8
CHO parental Ca,-3,-2,-1,-1,nt,-23,8,nt
CHRM1 antagonist,9,12,16,3,-6,-7,-7,-12
TAAR1 ag,nt,1,9,101*,32,0,2,0
TAAR1 antagonist,nt,-7,-23,81*,11,-20,-8,3
CHO-K1 Ca antag,-6,11,7,2,-11,-4,-9,8
M1 PAM parental,14,-7,1,7,-1,2,15,3
CHRM1 agonist,-7,-3,-3,-2,-1,-3,-5,-9
M1 ag parental,0.6,-0.3,4.3,0.4,6.3,2.7,0.6,0.5
OXTR potentiator,0,-2,-5,3,nt,6,-1,nt

9: c1ccc2oc(-c3[nH]ncc3CN(Cc3ccncc3)CC3CCCO3)cc2c1 (stereo not drawn)
10: COC(=O)c1ccc(C)c(NC(=O)C(CCSC)NC(=O)c2cc(OC)c(OC)c(OC)c2)c1 (stereo not drawn)
11: Cn1nc(C(=O)Nc2nc3ccccc3[nH]2)c2ccccc2c1=O
12: CC(C)(C)OC(=O)N1CCCC1C(=O)O (stereo not drawn)
13: Cc1ccc(-c2noc(CCC(=O)Nc3ccc4c(c3)OCO4)n2)cc1
14: O=C(CCc1nc2ccccc2[nH]c1=O)OCC(=O)c1ccc(Cl)cc1
15: CCOC(=O)c1[nH]c2cc3c(cc2c1NC(=O)CN1CCN(CCO)CC1)OCO3
16: O=S(=O)(c1ccc2ccccc2c1)N1CCN(C2Cc3ccccc3C2)CC1
compound no.,9,10,11,12,13,14,15,16
CHO parental Ca,-10,-21,-19,-10,25,-1,9,-23
CHRM1 antagonist,-10,-6,-3,-1,0,-22,-14,3
TAAR1 ag,3,3,7,5,83*,6,0,-1
TAAR1 antagonist,2,2,-6,-12,80*,10,-53,-43
CHO-K1 Ca antag,-2,-6,-10,-1,3,-16,-10,-15
M1 PAM parental,-6,10,3,16,8,9,12,30
CHRM1 agonist,-7,0,-8,-2,0,3,-1,-10
M1 ag parental,0.3,0.0,2.6,-0.5,8.5,0.3,0.5,-0.1
OXTR potentiator,-5,-6,4,3,-22,-7,-3,-4

Compound profiles, from the list above:
Results for `c1ccc2oc(-c3[nH]ncc3CN(Cc3ccncc3)CC3CCCO3)cc2c1` (stereo not drawn) = CHO parental Ca = -10; CHRM1 antagonist = -10; TAAR1 ag = 3; TAAR1 antagonist = 2; CHO-K1 Ca antag = -2; M1 PAM parental = -6; CHRM1 agonist = -7; M1 ag parental = 0.3; OXTR potentiator = -5
Results for `CC(C)(C)OC(=O)N1CCCC1C(=O)O` (stereo not drawn) = CHO parental Ca = -10; CHRM1 antagonist = -1; TAAR1 ag = 5; TAAR1 antagonist = -12; CHO-K1 Ca antag = -1; M1 PAM parental = 16; CHRM1 agonist = -2; M1 ag parental = -0.5; OXTR potentiator = 3

Results in CHO-K1 Ca antag and CHO parental Ca, for some of the entries so far:
No. | Molecule | CHO-K1 Ca antag | CHO parental Ca
11 | Cn1nc(C(=O)Nc2nc3ccccc3[nH]2)c2ccccc2c1=O | -10 | -19
12 | CC(C)(C)OC(=O)N1CCCC1C(=O)O (stereo not drawn) | -1 | -10
13 | Cc1ccc(-c2noc(CCC(=O)Nc3ccc4c(c3)OCO4)n2)cc1 | 3 | 25

Carrying on:
17: CCCN1C2CCCC1CC(NC(=O)c1cccc(Cl)c1)C2 (stereo not drawn)
18: O=C(NCC(=O)N(c1cccc(F)c1)C(C(=O)NCC1CCCO1)c1ccccc1)c1ccco1 (stereo not drawn)
19: Cn1c(NCCCO)nc2ccccc21
20: Cc1nn(C)c(Cl)c1C(=O)NCC(=O)Nc1ccc(C(C)C)cc1
21: COC(=O)C1=C[C@@H](C(=O)OC)[C@@H]2C3=C(C(=O)[C@]2(C)NC(=O)c2ccccc2)[C@H](C)n2c(=O)n(C)c(=O)n2[C@@H]3C1
22: COCCCNc1nc2ccccc2nc1NS(=O)(=O)c1ccc(C)cc1
23: O=C(Nc1ccccc1Cl)c1cnccn1
24: Cc1cnc(C(=O)OCC(=O)NCc2ccc3c(c2)OCO3)cn1
compound no.,17,18,19,20,21,22,23,24
CHO parental Ca,-10,-13,-8,1,-7,-20,-5,-13
CHRM1 antagonist,-4,-3,4,6,-4,8,-3,4
TAAR1 ag,-1,12,7,2,16,-1,10,1
TAAR1 antagonist,-19,-3,7,-22,2,-9,5,-10
CHO-K1 Ca antag,-3,-6,9,-7,-17,-4,-43,-2
M1 PAM parental,8,-4,-4,-1,12,-12,10,12
CHRM1 agonist,-10,1,-4,0,-3,-2,-3,-8
M1 ag parental,1.1,1.8,0.1,1.8,0.3,0.4,-0.2,0.8
OXTR potentiator,-5,-15,2,-16,-12,0,1,7

25: CC12CCC(C(=O)NNc3ccccc3)(C(=O)C1=O)C2(C)C (stereo not drawn)
26: Cc1cccc(-c2nnn(Cc3nnc(NC(=O)c4ccccc4)s3)n2)c1
27: CN(C)CCCN(C(=O)c1ccco1)c1nc2ccc(F)cc2s1
28: Cc1cccc(N2CCN(C(=O)C3CCCN(S(=O)(=O)c4c(C)noc4C)C3)CC2)c1C (stereo not drawn)
29: CN(C)S(=O)(=O)c1cccc(C(=O)N(Cc2ccc(F)cc2)Cc2ccco2)c1
30: C/C(COc1ccccc1)=N\NC(=O)c1nnn(-c2nonc2N)c1CSc1ccc(C)cc1
31: Cc1cc(C)n(-c2ccc(C(=O)Nc3nnc(C4CC4)s3)cc2)n1
32: Cc1cc(=O)oc2cc(NC(=S)NNC(=O)c3c(Cl)cnn3C)ccc12
compound no.,25,26,27,28,29,30,31,32
CHO parental Ca,-31,3,-15,-3,-18,nt,-9,-1
CHRM1 antagonist,-20,-46,18,7,-6,-21,-5,-12
TAAR1 ag,2,3,7,-2,7,4,36,2
TAAR1 antagonist,-15,6,-1,18,0,-27,-19,-7
CHO-K1 Ca antag,-9,9,11,-13,-5,8,-8,-18
M1 PAM parental,4,-4,14,21,0,-1,18,17
CHRM1 agonist,0,-1,17*,-3,-3,-2,-1,-4
M1 ag parental,0.2,-0.1,0.1,3.6,2.2,0.8,-0.2,0.7
OXTR potentiator,-5,-4,-3,-6,-9,nt,-4,4

33: Cc1c(C(=O)NC2CCN(Cc3ccccc3)C2)oc2ccc(Br)cc12 (stereo not drawn)
34: Cc1ccc(CNS(=O)(=O)/C=C/c2ccc3c(c2)OCO3)cc1
35: Cc1cc(C)cc(NC(=O)CN2CCC(C(=O)c3ccccc3)CC2)c1
36: COc1ccc(Cn2c(C(F)(F)F)ccc(C(N)=O)c2=O)cc1
37: COc1ccc(NC(=O)N(C)C[C@H]2OCc3cnnn3CCCC(=O)N([C@@H](C)CO)C[C@H]2C)c(OC)c1
38: Cc1ccc(-c2nnn(CC(=O)N(Cc3cccs3)C(C(=O)NCC3CCCO3)c3ccco3)n2)o1 (stereo not drawn)
39: Cc1c(C(=O)OC(C)C)sc(NC(=O)c2cnccn2)c1C(=O)OC(C)C
40: CC(C)(C)c1ccc(C(=O)NCCCNC(=O)c2ccccn2)cc1
compound no.,33,34,35,36,37,38,39,40
CHO parental Ca,-23,2,-11,-4,nt,-24,nt,-6
CHRM1 antagonist,-7,6,2,-5,-4,-2,-26,0
TAAR1 ag,6,10,1,0,1,11,4,0
TAAR1 antagonist,-22,-6,2,-29,4,-13,-26,-2
CHO-K1 Ca antag,-2,-1,-4,-12,5,-3,-8,-7
M1 PAM parental,-10,0,16,20,9,8,11,2
CHRM1 agonist,-6,-2,2,-6,-4,-5,1,-2
M1 ag parental,0.3,0.8,-0.8,1.6,0.1,0.8,1.0,-0.2
OXTR potentiator,5,-19,0,-10,nt,-4,nt,3

41: Cc1noc(C)c1C(=O)Nc1nc(-c2ccccc2Cl)cs1
42: O=C(NCCCn1ccnc1)Nc1ccc(Cl)cc1Cl
43: CC(Sc1nc2ccccc2c(=O)n1CC1CCCO1)C(=O)Nc1ccc(S(N)(=O)=O)cc1 (stereo not drawn)
44: COc1ccc(CNC(=O)C2(CC3CC(c4ccccc4)=NO3)CCN(C(=O)C3(C)CC3)CC2)cc1 (stereo not drawn)
45: CCOC(=O)CSc1nc2sc3c(c2c(=O)n1-c1ccc(OC)cc1)CCN(C)C3
46: O=C(NCCC1CCCCN1S(=O)(=O)c1ccc(F)cc1)C(=O)NCc1cccnc1 (stereo not drawn)
47: CCOC(=O)c1ccc(Oc2nc(N(C)C)nc(N(C)C)n2)cc1
48: CCOC(=O)c1cccc(N2C(=O)Nc3ccccc3N2O)c1
49: CCCCn1c(N)c(N(CCC(C)C)C(=O)CN2C(=O)C3CCCCC3C2=O)c(=O)[nH]c1=O (stereo not drawn)
compound no.,41,42,43,44,45,46,47,48,49
CHO parental Ca,-16,-4,-26,-9,nt,-13,-36,4,-19
CHRM1 antagonist,2,1,-30,10,24,-4,9,1,-5
TAAR1 ag,14,7,0,18,0,0,20,-1,1
TAAR1 antagonist,-3,-3,-1,20,-4,-10,13,-2,-33
CHO-K1 Ca antag,-2,8,-3,-14,6,3,1,5,-8
M1 PAM parental,17,6,-2,-9,-12,-7,-4,-3,7
CHRM1 agonist,-7,-6,0,-5,-9,-7,-3,-4,-2
M1 ag parental,3.2,0.0,0.1,3.0,-0.2,-0.1,0.0,0.0,0.2
OXTR potentiator,-4,-7,-13,-3,nt,6,-11,7,7

Bioassay records (PubChem)
